# RAD52 inh: inhibitors of human RAD52 DNA annealing. 360,000 tested, 0.46% active. recombinant RAD52 DNA annealing, FRET fluorescence. inhibition, % at 18.7 µM. AID 651710;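 active means every replicate showing at least 50% inhibition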
# XiGFP reactiv: activators of X-chromosome reactivation in mouse fibroblasts; XiGFP mouse fibroblasts, % GFP-positive cells imaging, 3 d; cells co-treated with 5-aza-dC sensitizer; scaled so ellipticine positive control = 100%; activation, % at 7.58 µM; 360,000 tested, 0.055% active; AID 743238;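 active means mean normalized replicate activation at least 10% and every replicate at or above 10%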;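 further: 0% = median of on-plate neutral control wells and 100% = ellipticine 6 µM median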
#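 System: 68-5-11 XiGFP fibroblast line | Buffer or medium: DMEM containing 5-aza-dC | Compound: Single point | Times: Compounds 3 days, fix/stain 15 min at room temperature | Benchmarks: Positive control ellipticine, 6 µM final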
# ARNT-TACC3 inh: ARNT/TACC3 interaction disruption; 390,000 tested, 0.66% active; inhibition, % at 9.99 µM; Q9Y6A5; AID 623870; AlphaScreen His-ARNT PAS-B/GST-TACC3 binding, luminescence; TACC3 fragment carries E629A point mutation;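 active means mean inhibition of replicates at least 50% and at least half of replicates each reaching 50%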;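 further: 0% = complete ARNT plus TACC3 wells and 100% = ARNT alone without TACC3; many hits fall short of the cut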
# CFTR F508del cor: CFTR F508del correction in bronchial cells | CFBE cells, YFP halide quenching; stimulated with forskolin plus potentiator P3; % fluorescence drop versus neutral controls | activity (quench increase), % at 7.58 µM | 350,000 tested, 0.36% active;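 active means mean added fluorescence quench of at least 8% versus neutral control, with both replicates also reaching 8%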;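 further: cells transiently co-express mutant CFTR-F508del with the halide-sensitive YFP; corrector assay measuring rescue of mutant channel to the surface after 24 h compound exposure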
# RAD54 branch: RAD54 (human) branch migration inhibition; AID 602329; 360,000 tested, 0.14% active; Q92698; RAD54 Holliday junction branch migration, FAM/BHQ fluorescence; inhibition, % at 10.4 µM;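 active means mean normalized replicate activity at least 40 and at least half of replicates scoring 40 or more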;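 further: 0% = median of neutral control wells and 100% = median of positive control wells; inhibitors cause a drop in the FAM fluorescence signal; in these data hits start at about 50%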
# INS-1E GSIS act: primary screen for activators of insulin secretion dependent on glucose, INS-1E cells, GLuc reporter luminescence | INS-1E GLuc reporter insulin secretion, 2-3 h | activation, % at 16.6 µM | 370,000 tested, 0.61% active;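 active means lowest replicate activation of at least 40%, so every replicate reaches that level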;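 further: 0% = median of neutral control wells and 100% = median of IBMX positive control wells; some compounds called inactive have numbers as strong as hits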
# ERAP1 inh: blocks human ERAP1 aminopeptidase activity; recombinant ERAP1, Leu-AMC fluorescence, 60 min; inhibition, % at 10.7 µM; 340,000 tested, 0.15% active;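 active means mean replicate inhibition of at least 30%, or all replicates individually reaching that 30% level; inactive means mean below 30% and not every replicate reaching it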;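 further: 0% = neutral control wells and 100% = L-leucinethiol positive control wells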
# Target sequence (Q9NZ08 whole entry, looked up): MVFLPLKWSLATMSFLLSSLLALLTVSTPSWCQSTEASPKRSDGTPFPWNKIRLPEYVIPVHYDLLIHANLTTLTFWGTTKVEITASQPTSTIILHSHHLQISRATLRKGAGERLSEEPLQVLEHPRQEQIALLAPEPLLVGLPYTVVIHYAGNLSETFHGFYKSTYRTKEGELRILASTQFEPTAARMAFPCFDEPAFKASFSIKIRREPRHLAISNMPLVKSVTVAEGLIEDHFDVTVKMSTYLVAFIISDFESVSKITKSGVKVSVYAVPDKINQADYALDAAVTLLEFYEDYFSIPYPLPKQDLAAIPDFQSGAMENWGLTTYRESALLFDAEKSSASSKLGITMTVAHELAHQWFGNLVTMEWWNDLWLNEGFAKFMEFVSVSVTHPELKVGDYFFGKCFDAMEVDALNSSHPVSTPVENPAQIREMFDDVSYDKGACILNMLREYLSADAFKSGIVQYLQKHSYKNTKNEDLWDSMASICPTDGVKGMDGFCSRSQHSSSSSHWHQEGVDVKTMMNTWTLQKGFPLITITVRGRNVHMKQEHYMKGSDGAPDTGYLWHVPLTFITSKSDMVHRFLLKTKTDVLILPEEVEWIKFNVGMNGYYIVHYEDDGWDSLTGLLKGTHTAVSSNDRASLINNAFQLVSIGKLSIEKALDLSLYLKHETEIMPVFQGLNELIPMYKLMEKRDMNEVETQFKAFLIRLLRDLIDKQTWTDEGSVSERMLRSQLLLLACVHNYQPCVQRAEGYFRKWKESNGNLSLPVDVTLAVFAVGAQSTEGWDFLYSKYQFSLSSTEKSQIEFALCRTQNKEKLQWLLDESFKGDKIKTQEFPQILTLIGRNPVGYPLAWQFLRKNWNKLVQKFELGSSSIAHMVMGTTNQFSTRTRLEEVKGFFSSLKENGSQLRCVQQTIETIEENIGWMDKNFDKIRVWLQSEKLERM
# esBAF inh: SWI/SNF esBAF complex inhibition | mouse ES cells, Bmi1-luciferase knock-in reporter, 24 h; 100% = twice the neutral-well signal | 350,000 tested, 2% active | reporter increase, % at 12.5 µM | AID 602393; in the data active means activation above about 40%;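 further: 0% = median of the plate's neutral control wells and 100% = double that signal; a rise in the Bmi1 reporter signal indicates esBAF inhibition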
# Numbers without * were called inactive; nt = not tested or not shown. Compounds as they come; overall some 3.3% were active at least once.
no.	mol	RAD52 inh	XiGFP reactiv	ARNT-TACC3 inh	CFTR F508del cor	RAD54 branch	INS-1E GSIS act	ERAP1 inh	esBAF inh
1	CC(Sc1ccccn1)C(=O)Nc1ccc2c(c1)OCCO2 (centres undefined)	-1	0.5	-2	1.5	-1	15	-3	15
2	COCC(=O)Nc1ccc2c(c1)[C@H]1C[C@@H](CC(=O)N(C)C)O[C@H](CO)[C@H]1O2	-9	-0.1	-9	-3.2	4	-12	-2	1
3	O=c1[nH]c(Cc2ccc(Cl)cc2)nc2ccccc12	-10	0.2	4	nt	nt	3	9	nt
4	c1ccc(CCNCc2ccco2)nc1	-128	-0.1	-3	0.6	-4	nt	2	5
5	NNC(=O)CCn1nnc2ccccc21	-2	0.0	-4	-0.9	nt	4	7	-1
6	CCOc1ccc(NS(=O)(=O)c2ccc(-c3cnc(C4CC4)o3)cc2)cc1	-23	0.0	-2	1.4	2	-20	1	6
7	CC1(C(=O)NS(=O)(=O)c2cccc(OC(F)F)c2)CCN1C(=O)c1ccccc1CCc1ccccc1 (centres undefined)	-7	5.8	nt	1.6	-5	-7	13	-4
8	COCCN(C(=O)Cc1cccs1)C(C(=O)NC1CCCC1)c1ccc(OC)c(OC)c1 (centres undefined)	-7	0.1	-16	-2.7	-6	1	0	nt
9	CCOC(=O)C(NC(C)=O)C(=O)Nc1ccc(OC)cc1 (centres undefined)	6	0.1	nt	2.7	nt	13	5	nt
10	CO[C@@H]1CN(C)C(=O)c2cc(NC(=O)C3CC3)ccc2OC[C@H](C)N(CC2CCCC2)C[C@H]1C	-1	0.3	2	0.6	4	1	-2	4
11	O=C(C[C@@H]1C[C@H]2c3cc(NC(=O)NC4CCCC4)ccc3O[C@H]2[C@H](CO)O1)NCCc1ccccc1	-13	0.1	-13	-1.4	4	20	-2	5
12	COCCNC(=O)C[C@H]1C[C@@H]2c3cc(NC(=O)Nc4ccc(F)cc4)ccc3O[C@@H]2[C@@H](CO)O1	nt	0.0	-5	-0.4	5	5	nt	3
13	Cc1ccsc1/C=N/NC(=O)c1ccc(-n2cccc2)cc1	-56	0.1	4	nt	nt	3	13	nt
14	C[C@H](CO)N1C[C@H](C)[C@@H](CN(C)C(=O)Nc2ccc(N3CCCCC3)cc2)OCc2cn(nn2)CCCC1=O	nt	-0.1	nt	1.6	nt	-3	nt	1
15	O=C(COC(=O)c1cccs1)Nc1nc(-c2ccccc2)cs1	-9	0.0	10	nt	2	11	1	nt
16	CCN(CC)CC#CC(OC)(c1ccccc1)c1ccccc1	-4	-0.1	5	-3.3	nt	-15	0	nt
17	CC(=O)c1cccc(NC(=O)CSc2nc(C3CC3)nc3ccccc23)c1	-6	0.2	-2	-0.8	6	15	-4	5
18	CO[C@@H]1CN(C)C(=O)c2cc(NC(C)=O)ccc2OC[C@@H](C)N(C(=O)c2ccccn2)C[C@@H]1C	8	-0.2	-3	-1.4	-1	5	3	-9
19	Cn1c(C(=O)O)ccc1S(=O)(=O)N1CCCCCC1	-6	0.1	-1	-4.5	nt	1	-2	nt
20	CC1Cc2cc(S(=O)(=O)N3CCCCC3C)ccc2N1C(=O)C1CCC1 (centres undefined)	-11	0.0	-1	-1.3	4	3	4	-5
21	S=C(Nc1ccccc1)N1CCN(c2ccccn2)CC1	-15	0.0	-8	0.7	nt	3	0	nt
22	COc1cc(OC)cc(C(=O)NNC(=O)c2cc3c(s2)CCCC3)c1	-11	-0.1	1	-0.2	nt	5	1	nt
23	Cc1cc2cc(CNC(=O)Nc3ccc(Cl)c(Cl)c3)ccc2n1C	-3	0.5	-2	3.9	2	nt	-3	-4
24	Cc1ccc(CNC(=O)CCc2nnc3ccc(N4CCC5(CC4)OCCO5)nn23)cc1	2	0.0	-2	-0.4	-5	-15	-3	2
25	Cc1c(N/N=C(\C#N)C(=O)c2ccccc2)c(=O)n(-c2ccccc2)n1C	-21	0.8	67*	nt	-1	-9	3	-6
26	OCc1c(Cl)nc2ccccn12	-3	0.1	0	-0.6	nt	17	1	nt
27	O=C(COC(=O)c1cncc(Br)c1)Nc1ccc(F)c(F)c1F	-17	0.1	-2	1.0	5	0	-1	-3
28	COc1ccc(C2CC(c3ccccc3)=NN2C(=O)COC(=O)c2ccc(S(C)(=O)=O)cc2)cc1 (centres undefined)	-3	0.1	1	-1.6	2	-3	-1	18
29	COc1ccc(CC(=O)Oc2ccc(C#N)cc2)cc1	-15	0.1	6	-0.4	1	4	1	-2
30	C[C@@H]1CCCCO[C@H](CN(C)Cc2ccc(Cl)c(Cl)c2)[C@@H](C)CN([C@H](C)CO)C(=O)c2cc(NC(=O)NC3CCCCC3)ccc2O1	-12	-0.8	-2	3.3	7	-5	0	-1
31	Cc1ccc(CCNC(=O)c2cc(S(=O)(=O)N3CCCCC3)c[nH]2)cc1	-6	0.0	-3	5.2	10	-22	3	1
32	CCCN1C[C@@H](C)[C@H](OC)CN(C)C(=O)c2ccc(NC(=O)c3cccc(OC)c3)cc2OC[C@@H]1C	6	0.1	nt	4.0	nt	7	-3	nt
33	CCC(CO)n1c(=S)[nH]c2cc(OC)c(OC)cc2c1=O (centres undefined)	2	-0.6	0	-2.7	4	9	1	-6
34	Cc1ccc(N2C(=O)SC(N(CC(=O)O)c3ccc(C)cc3)C2=O)cc1 (centres undefined)	-12	0.2	-1	-0.9	-9	22	-7	-4
35	O=C(Nc1ccc(Cl)c(S(=O)(=O)N2CCOCC2)c1)c1ccc2c(c1)OCO2	-7	0.5	15	1.7	-10	-29	3	17
36	CCc1noc(C)c1C(=O)NNC(=O)COc1ccc(Br)cc1	-8	0.0	nt	-3.6	-10	-13	1	2
37	CCOC(=O)N/N=C(\CCC(=O)O)c1cccs1	0	-0.1	-2	-1.7	-2	8	-1	nt
38	O=[N+]([O-])c1cc(/C=N/N2CCN(c3ccccc3)CC2)ccc1Cl	-15	-0.1	-18	-0.3	-17	-3	0	nt
39	Cn1c(Cc2ccc3c(c2)OCO3)nnc1SCC(=O)NC1CCCC1	-9	0.3	nt	-3.7	nt	13	-3	nt
40	O=S(=O)(NCCN1CCOCC1)c1ccc2ccccc2c1	-10	0.1	3	-3.0	-8	10	7	1

# Going on with the list:
# Fields: RAD52 inh | XiGFP reactiv | ARNT-TACC3 inh | CFTR F508del cor | RAD54 branch | INS-1E GSIS act | ERAP1 inh | esBAF inh
[41] CCC(=O)N(C)C[C@@H]1Oc2cc(-c3ccc(C#N)cc3)ccc2S(=O)(=O)N([C@H](C)CO)C[C@@H]1C
→ 3 | -0.7 | -7 | -1.2 | -8 | 1 | 0 | 5
[42] Cc1ccc(C)c(NC(=O)C2CCCN2S(=O)(=O)c2ccc3c(c2)n(C)c(=O)c(=O)n3C)c1 (centres undefined)
→ -16 | 0.0 | -14 | -5.9 | 8 | nt | 1 | -8
[43] COc1cc(C(C)=O)ccc1OCCCN1CCC(Cc2ccccc2)CC1
→ -21 | 0.3 | 2 | 3.8 | -1 | -13 | -6 | -1
[44] COc1ccc(NC(=O)N(C)C[C@H]2Oc3ccc(N(C)C)cc3C(=O)N([C@@H](C)CO)C[C@@H]2C)cc1
→ 4 | -0.2 | nt | 0.4 | -3 | 8 | 4 | -5
[45] Cc1cc(C)nc(NC(=O)C(C)C)n1
→ -17 | nt | -3 | nt | -8 | 24 | 1 | 3
[46] C[C@H](CO)N1C[C@H](C)[C@@H](CN(C)Cc2ccc(C(F)(F)F)cc2)Oc2c(NC(=O)c3ccncc3)cccc2C1=O
→ 4 | nt | nt | 3.5 | 3 | nt | -3 | 6
[47] O=c1[nH]cnc(CN2CCCCC2)c1O
→ -14 | 0.1 | -8 | 0.2 | nt | 11 | 2 | nt
[48] COc1ccccc1CNS(=O)(=O)c1ccc2c(c1)CC(C)N2C(=O)C1CC1 (centres undefined)
→ -6 | 0.0 | -2 | -1.6 | -9 | -8 | 1 | 3
[49] COc1cc(S(=O)(=O)N2CCN(C(=O)c3ccccc3)CC2)c(OC)cc1Br
→ 0 | -0.1 | -4 | 0.0 | nt | 0 | 1 | nt
[50] CCOC(=O)N1CCN(CC(O)COc2ccc(-c3ccccc3)cc2)CC1 (centres undefined)
→ 3 | 0.2 | -3 | -0.8 | -10 | -17 | -3 | -10
[51] Cc1ccc(C(=O)NCC(c2ccco2)N2CCCCC2)s1 (centres undefined)
→ -56 | 0.0 | -21 | 1.7 | -5 | -2 | 1 | 0
[52] COc1ccccc1CNC(=O)C12CC3CC(CC(C3)C1)C2
→ 2 | 0.0 | -10 | 0.3 | -1 | -2 | -1 | -2
[53] COCCNC(=O)C1(C)CCCN(Cc2ccccc2N(C)C)C1 (centres undefined)
→ -1 | 0.2 | nt | 0.1 | 10 | -5 | 0 | -8
[54] COCC(=O)Nc1nc(-c2ccc([N+](=O)[O-])cc2)cs1
→ -10 | 0.1 | -2 | -1.0 | 2 | 3 | -3 | 13
[55] O=C1CC2(CCCC2)CC(=O)N1CCCCN1CCN(c2ncccn2)CC1
→ -22 | 0.2 | 0 | -15 | 0 | nt | -6 | 1
[56] NS(=O)(=O)c1ccc(NC(=O)CN2CCc3ccccc3C2)cc1
→ -13 | 0.3 | -2 | 1.9 | -1 | 11 | 0 | nt
[57] COc1ccc(/C=N/NC(=O)c2cccc(Br)c2)cc1CN1CCOCC1
→ -11 | 0.1 | 5 | 2.2 | 2 | 7 | 1 | 12
[58] O=C1NNC(c2ccccc2)=N/C1=C\c1ccccc1Cl
→ -17 | 0.0 | -101 | -4.6 | -1 | nt | nt | nt
[59] COCC(=O)N(C)C[C@@H]1Oc2ncc(C#Cc3ccc(OC)cc3)cc2C(=O)N([C@H](C)CO)C[C@@H]1C
→ -14 | 0.8 | -11 | 1.6 | -6 | 0 | -2 | -3
[60] CC(=O)Nc1ccc(-c2ccnc3c2CC(C)(C(=O)NCc2ccco2)O3)cc1 (centres undefined)
→ -54 | 0.3 | nt | -2.1 | -3 | -18 | -2 | -5
[61] CCOc1ccccc1NC(=S)N1CCC(NC(=O)C(C)(C)C)CC1
→ -7 | -0.1 | -1 | 2.5 | nt | -1 | 5 | nt
[62] CCCN(CCC)S(=O)(=O)c1ccc(C(=O)Nc2nnc(-c3cccc(OC)c3)o2)cc1
→ -2 | 0.9 | 11 | nt | nt | nt | 7 | nt
[63] COc1ccc(Br)cc1CNC(=O)Cc1cccs1
→ -2 | 0.1 | -28 | 3.6 | -5 | 1 | -1 | 11
[64] COc1ccc(Cc2c(-c3ccccc3)nc3c4ccccc4ccn23)c(C)c1
→ -146 | 0.0 | nt | 1.7 | -12 | -6 | -2 | 11
[65] O=[N+]([O-])c1ccc(/C=[N+](\[O-])[C@@H]2CCCC[C@@H]2/[N+]([O-])=C/c2ccc([N+](=O)[O-])o2)o1
→ -34 | 0.0 | -12 | -1.8 | 1 | -13 | 7 | -47

# Grouped by structure: those above containing fluorine (four)
# Fields: RAD52 inh | XiGFP reactiv | ARNT-TACC3 inh | CFTR F508del cor | RAD54 branch | INS-1E GSIS act | ERAP1 inh | esBAF inh
[7] CC1(C(=O)NS(=O)(=O)c2cccc(OC(F)F)c2)CCN1C(=O)c1ccccc1CCc1ccccc1 (centres undefined)
→ -7 | 5.8 | nt | 1.6 | -5 | -7 | 13 | -4
[12] COCCNC(=O)C[C@H]1C[C@@H]2c3cc(NC(=O)Nc4ccc(F)cc4)ccc3O[C@@H]2[C@@H](CO)O1
→ nt | 0.0 | -5 | -0.4 | 5 | 5 | nt | 3
[27] O=C(COC(=O)c1cncc(Br)c1)Nc1ccc(F)c(F)c1F
→ -17 | 0.1 | -2 | 1.0 | 5 | 0 | -1 | -3
[46] C[C@H](CO)N1C[C@H](C)[C@@H](CN(C)Cc2ccc(C(F)(F)F)cc2)Oc2c(NC(=O)c3ccncc3)cccc2C1=O
→ 4 | nt | nt | 3.5 | 3 | nt | -3 | 6

# High-throughput results deposited in PubChem BioAssay by Broad Institute.
